Assay outcomes as filed in PubChem.
Autophagy HCS: autophagy modulation, high-content screen. AID 463193. calls only at 10 µM (by protocol). MEF GFP-LC3 puncta imaging; test concentration mostly 10 µM. 0.98% of 190,000 active;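 active means percentage of spot-positive cells more than 3 SD above its plate mean, without a fluorescence outlier flag or 80% toxicity; inconclusive means no clear call, values can overlap the other calls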;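 further: spot-positive cell cutoff set from DMSO-treated cells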
Insulin prom up: MIN6 insulin promoter up-regulation | MIN6 insulin promoter-GFP reporter, high-content imaging; active compounds read high | z-score at 5 µM | 0.3% of 190,000 active;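 active means z-score above 3 at 5 µM with at least 500 cells counted in the well; inconclusive means wells under 500 cells, flagged as cytotoxic or low count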
T cell modulator: T cell immune modulation candidate. 2C CD8+ T cell-vesicle binding, flow cytometry; active compounds read low. calls only at 7 µM. 0.068% of 330,000 active. AID 2052;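 active means response, share of CD8 T cells binding vesicles, and their 90th percentile fluorescence all below set limits, cut at about 80% in these data, passing the limit was not always enough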
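Read-out – percent CD8+ FL2 mean versus row control · System – murine 2C transgenic CD8+ T lymphocytes · Times – 1.5 h cell–vesicle binding at 37 °C, then 20 min icy labelling · Control set – naked vesicles low, QL9 vesicles with vehicle high · Detection – cytometric PE anti-B7-1 and Alexa647 anti-CD8 signals after 1% paraformaldehyde fixation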
Myeloid diff MLP: promotes myeloid progenitor differentiation; ER-HoxA9 myeloid progenitors, lysozyme-GFP differentiation, flow cytometry; calls only at 10 µM; 1% of 360,000 active; AID 624256;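 active means normalized GFP-positive differentiation at or above the plate's own cutoff, the solvent-only control mean plus 3 SD; inconclusive means no clear call, values can overlap the other calls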;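 further: cells exposed to compound for four days before flow analysis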
West Nile virus CPE: inhibition of WNV-induced cytopathic effect – cell-based, CPE readout (AID 1621); 0.02% of 290,000 active; CPE inhibition, % at 10 µM, or IC50 in µM where a hit was titrated; West Nile virus-infected cells, CPE inhibition; higher % means a stronger effect; in the data active means a potency from the dose series; inconclusive means CPE inhibition mostly from about 3.7% at the one dose, without a potency; inactive means the rest, 99 in 100 with CPE inhibition below about 2.2%; further: strong numbers were not always called active
Lipid droplet: modulators of hepatic lipid droplet formation; AML12 mouse hepatocytes, oleate lipid droplets, BODIPY imaging; inhibition, % at 6.5 µM; 0.4% of 240,000 active;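 active means lipid droplet intensity inhibited by at least 50%, with more than 500 cells counted; inconclusive means wells with under 300 cells, treated as cytotoxic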
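Technique: fluorescence imaging, 20x objective, two fields per well / Assay system: AML12 hepatocytes (mouse) / Measure: % inhibition of lipid droplet signal / Doses: 6.5 µM single-point dosing / Incubation: overnight exposure / Reagent: 100 µM oleic acid challenge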
MT stabilize HCS: stabilizes microtubules in HeLa cells | HeLa tubulin immunostaining HCS, 24 h; share of cells brighter than vehicle mean+2SD | % tubulin-high responders, % at 10 µM | 0.83% of 200,000 active;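 active means plate Z-score above 3 for both tubulin-high and condensed-nucleus cell shares, with cell loss under 80%, at 10 µM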;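 further: anti alpha tubulin signal scored within the nucleus-defined area of each cell; some results filed as inactive read as strong as hits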
b-catenin transl: modulators of beta-catenin nuclear translocation; HeLa beta-catenin nuclear translocation, immunofluorescence imaging; nuclear translocation activity, % at 5 µM; 0.3% of 190,000 active; AID 1665;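 active means nuclear translocation activity above 50% at 5 µM, with a well cell count of 50 or more; inconclusive means wells under 50 cells across six images, flagged as toxic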;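 further: per-cell ratio of nuclear to cytoplasmic median beta-catenin stain intensity; plate controls were DMSO negative control for no effect and GSK-3 inhibitor IX positive control for full effect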
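Signal – beta-catenin immunofluorescence imaging with DAPI · Test system – human HeLa cell line · Dosing – 5 µM primary single dose, 0.1% DMSO, 0.02–20 µM confirmation series · Measure – % activation, nuclear-to-cytoplasmic median beta-catenin signal ratio per cell · Incubation – 24 h compound exposure at 37°C, 5% CO2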
WT yeast gro inh: growth inhibition of WT yeast, mitochondrial fusion screen. mitochondrial fusion phenotypic screen, WT strain. AID 1362. inhibition, % at 10 µM. 2.1% of 190,000 active; in the data active means inhibition above about 58%; tested in S. cerevisiae
WT yeast gro inh mutant strain: second read-out of WT yeast gro inh, no call of its own (marks repeat the call); inhibition, %; mitochondrial fusion phenotypic screen, mutant strain inhibition
Insulin prom up cell count: also measured in Insulin prom up; calls as there; cell count; measured here: cytotoxicity, nuclei count;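 total cells summed across four imaged fields per well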
Lipid droplet cells 6.5 µM: recorded beside Lipid droplet, whose call it bears; cell count; measured here: cell count, cytotoxicity flag;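 cells counted across two imaged fields per well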
b-catenin transl cell count 5 µM: also measured in b-catenin transl; calls as there; cell count; measured here: cell count, cytotoxicity flag
T cell modulator vesicle-bound %: also measured in T cell modulator; calls as there; double positive events, %; measured here: CD8+ vesicle-bound cell fraction;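 binding gate set so that unloaded-vesicle control wells show 10% double positive cells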
MT stabilize HCS Hoechst-high %: also measured in MT stabilize HCS; calls as there; % Hoechst-high responders; measured here: nuclear condensation Hoechst responders;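 share of cells brighter than vehicle mean plus two SD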
MT stabilize HCS cytotoxicity %: further read-out of MT stabilize HCS, marked with its call; toxicity, %; measured here: cytotoxicity by cell density;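 0% = mean cell density of plate MIN control wells and 100% = no cells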
Autophagy HCS cell loss 18 h: also measured in Autophagy HCS; calls as there; toxicity, %; measured here: cell loss, nuclei count;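 cell loss after 18 h compound exposure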
Myeloid diff MLP GFP+ MAC1+ %: further read-out of Myeloid diff MLP, marked with its call; GFP+ MAC1+ double positive, %; measured here: differentiation confirmed by MAC1 staining
Starred values were filed as active, the others as inactive; i = inactive; ? = inconclusive; nt = not tested or not shown.

SMILES	Autophagy HCS	Autophagy HCS cell loss 18 h	Insulin prom up	Insulin prom up cell count	T cell modulator	T cell modulator vesicle-bound %	Myeloid diff MLP	Myeloid diff MLP GFP+ MAC1+ %	West Nile virus CPE	Lipid droplet	Lipid droplet cells 6.5 µM	MT stabilize HCS	MT stabilize HCS Hoechst-high %	MT stabilize HCS cytotoxicity %	b-catenin transl	b-catenin transl cell count 5 µM	WT yeast gro inh	WT yeast gro inh mutant strain
CCOc1cc(NS(=O)(=O)CC)c(OCC)cc1NC(=O)c1ccco1	i	16	-0.36	1032	i	22	i	0.6	0.2%	nt	nt	4.1	2.7	9.2	-1.0	1147	-7	-8
CC(C)Oc1ccc(C(=O)Nc2nc3ccccc3[nH]2)cc1	nt	nt	nt	nt	i	28	i	1.3	-1.4%	13	819	nt	nt	nt	nt	nt	nt	nt
COCCNc1oc(-c2ccc(C)cc2)nc1C#N	i	1	-1	890	i	20	i	0.6	nt	-1	708	1.3	1.5	13	-4.0	1202	14	10
CC(C)c1ccc(OCC(=O)NC(C)c2ccccc2)cc1 (stereo not drawn)	nt	nt	nt	nt	i	42	i	1.3	1.7%	-28	855	nt	nt	nt	nt	nt	nt	nt
CCNc1c(NS(=O)(=O)c2ccc(F)c(Cl)c2)c(=O)oc2ccccc12	nt	nt	nt	nt	i	41	i	0.6	0.0%	6	785	nt	nt	nt	nt	nt	nt	nt
CCC1(CC)NC(=O)N(CC(=O)Nc2ccc(S(=O)(=O)N3CCOCC3)cc2)C1=O	i	-3	0.68	1493	i	30	i	0.4	0.4%	-5	689	3.3	2.4	10.0	0.4	948	-9	-1
Cc1cc(C)cc(N(CC(=O)NC2CCCC2)C(=O)CCC(=O)Nc2cc(C)on2)c1	nt	nt	nt	nt	i	8	i	0.6	0.0%	-9	841	nt	nt	nt	nt	nt	nt	nt
C=CCn1c(-c2ccc(Cl)cc2)cnc1SC(C)C(N)=O (stereo not drawn)	i	-14	nt	nt	i	4	i	0.2	-1.2%	-10	676	4.8	3.4	1.9	1.0	1088	9	24
COC(=O)c1c(C)oc2c1cc(NS(=O)(=O)c1cccs1)c1ccccc12	i	2	nt	nt	i	44	i	0.4	1.1%	8	779	4.9	2.6	3.2	-0.6	1212	45	4
CCOC(=O)c1c(C)[nH]c(C)c1C(=O)COC(=O)CCOc1ccccc1OC	i	-13	nt	nt	i	32	i	0.8	-0.1%	nt	nt	3.9	1.9	5.8	nt	nt	0	-21
COc1ccc(CCNC(=O)C2CCN(S(=O)(=O)c3cccs3)CC2)cc1OC	i	29	nt	nt	i	27	i	0.0	-0.3%	10	682	2.8	1.1	1.6	-1.4	1044	7	-4
OC(c1cc(C(F)(F)F)nc2c(Cl)cc(Cl)cc12)C1CCCCN1 (stereo not drawn)	nt	nt	0.45	838	i	44	i	0.7	0.1%	3	408	nt	nt	nt	-3.0	1085	nt	nt

The final two entries of the part above open the next one.
SMILES	Autophagy HCS	Autophagy HCS cell loss 18 h	Insulin prom up	Insulin prom up cell count	T cell modulator	T cell modulator vesicle-bound %	Myeloid diff MLP	Myeloid diff MLP GFP+ MAC1+ %	West Nile virus CPE	Lipid droplet	Lipid droplet cells 6.5 µM	MT stabilize HCS	MT stabilize HCS Hoechst-high %	MT stabilize HCS cytotoxicity %	b-catenin transl	b-catenin transl cell count 5 µM	WT yeast gro inh	WT yeast gro inh mutant strain
COc1ccc(CCNC(=O)C2CCN(S(=O)(=O)c3cccs3)CC2)cc1OC	i	29	nt	nt	i	27	i	0.0	-0.3%	10	682	2.8	1.1	1.6	-1.4	1044	7	-4
OC(c1cc(C(F)(F)F)nc2c(Cl)cc(Cl)cc12)C1CCCCN1 (stereo not drawn)	nt	nt	0.45	838	i	44	i	0.7	0.1%	3	408	nt	nt	nt	-3.0	1085	nt	nt
CCOc1ccc(NC(=S)N(CCc2c(C)[nH]c3ccc(C)cc23)Cc2cccnc2)cc1	i	12	-0.12	1270	i	39	i	2.3	nt	-19	733	1.9	2.1	1.2	0.8	543	5	-18
O=C(CCN1C(=O)/C(=C/C=C/c2ccccc2)SC1=S)Nc1cccnc1	i	-9	-0.1	1322	i	34	i	1.1	0.1%	-15	699	3.2	6.1	0.2	5.4	372	-17	-3
CSc1nnc(-c2sc3cc(Cl)ccc3c2Cl)n1C	i	4	-0.61	1307	i	48	i	0.2	-0.1%	10	772	3.7	2.8	4.7	4.4	898	7	6
CCC(C)(C(=O)NC1CCCCC1)N(C(=O)Cc1cccs1)c1ccccc1 (stereo not drawn)	i	1	-0.23	1560	i	14	i	0.2	-1.0%	-19	650	3.6	2.6	6.0	-2.0	1097	3	-22
Cc1ccc(-c2csc(N(Cc3ccco3)C(=O)c3cccs3)n2)cc1	i	-4	2	783	i	22	i	0.9	0.1%	-8	832	1.5	1.5	3.9	-0.1	1026	68*	34*
CCOC(=O)c1oc2cc(OCC(N)=O)ccc2c(=O)c1-c1ccc(OC)c(OC)c1	i	-6	0.35	1700	nt	nt	i	7.4	0.1%	1	632	3.8	2.0	3.6	1.2	1114	7	6
N#C/C(=C/c1ccc(O)c(O)c1)C(=O)NCc1ccc(Cl)cc1	nt	nt	nt	nt	i	24	i	2.2	-0.7%	2	858	nt	nt	nt	nt	nt	nt	nt
Cc1ccc(-c2cc(C(=O)Nc3ccc(S(=O)(=O)N4CC(C)OC(C)C4)cc3)[nH]n2)c(O)c1 (stereo not drawn)	nt	nt	-0.21	1129	i	12	i	0.2	0.3%	2	741	nt	nt	nt	1.1	1219	nt	nt
O=C(Nc1ccc(F)cc1)N1CCOCC1	i	0	-0.76	802	i	19	i	0.5	-0.3%	1	755	4.7	2.4	11	2.3	1207	33	11
Cc1ccc(NC2SC(=O)N(Cc3cccc(C(=O)O)c3)C2=O)c(C)c1 (stereo not drawn)	nt	nt	-0.28	1127	i	26	i	0.4	0.0%	-3	681	nt	nt	nt	-0.3	1312	nt	nt
O=C(c1cc(-c2cccs2)nc2ccccc12)N1CCN(c2ccccc2O)CC1	i	-7	0.4	1135	i	2	i	0.7	-0.3%	-9	658	3.0	2.5	1.0	-1.6	991	54	32
CC1CCC/C(=N/Nc2nc3ccccc3s2)C1 (stereo not drawn)	i	-2	0.6	1291	i	62	i	0.6	-0.4%	18	711	2.3	3.6	9.7	-3.4	997	21	14
O=C(Cc1ccc(Cl)cc1)NCC(=O)N1CCN(Cc2ccccc2)CC1	nt	nt	nt	nt	i	22	i	2.7	-0.5%	-3	676	nt	nt	nt	nt	nt	nt	nt
OCCN(CC#CCC(O)(c1ccccc1)C1CCCC1)CCO (stereo not drawn)	nt	nt	-0.54	1032	i	32	i	0.5	-0.4%	9	764	nt	nt	nt	0.1	1345	nt	nt
Cc1nn(Cc2c(F)c(F)c(F)c(F)c2F)c(C)c1NC(=O)c1ccnn1C	nt	nt	nt	nt	i	48	?	nt	?	-22	667	nt	nt	nt	nt	nt	nt	nt
O=C(c1cc(S(=O)(=O)N2CCCCC2)ccc1N1CCOCC1)N1CCN(Cc2ccccc2)CC1	i	4	-0.63	1335	i	7	i	0.7	0.2%	1	688	3.5	1.4	1.5	-2.1	1143	20	-1
CCOC(=O)c1c(C)nc2c(C#N)cnn2c1C	i	-17	0.01	1289	i	24	i	0.6	0.2%	4	664	2.8	2.0	4.7	nt	nt	31	12
CCOC(=O)c1c(C)[nH]c(C(=O)COC(=O)C(C)N2C(=O)C3CCCCC3C2=O)c1C (stereo not drawn)	i	2	-0.11	1498	i	6	i	1.0	0.4%	nt	nt	1.5	1.0	11	0.0	1195	9	2
O=C1CN(C(=O)c2cc([N+](=O)[O-])ccc2Cl)C(c2ccccc2)c2cc(F)ccc2N1 (stereo not drawn)	i	-5	-0.11	1312	i	43	i	0.7	-1.2%	-14	643	2.4	4.8	11	0.2	1160	-3	7
COc1ccc(Nc2ccc(C(N)=O)cc2[N+](=O)[O-])cc1	i	-5	0	1382	i	11	i	1.2	-1.1%	-2	702	1.7	2.4	6.7	-1.4	1180	-45	-17
COc1ccc(C2N3CC4(C)CN2CC(C)(C3)C4O)cc1OC (stereo not drawn)	i	-4	0.82	1108	i	53	i	0.2	0.1%	23	762	3.9	1.7	5.9	-0.3	1019	5	-3
Cc1oc(-c2ccccc2Cl)nc1CN(Cc1ccccn1)C[C@@H]1CCC(=O)N1	i	-13	nt	nt	i	58	i	0.1	-0.1%	19	740	1.4	0.9	4.7	-0.8	1000	-15	-21
O=C(COc1ccc(Cl)cc1)Nc1c(-c2cccs2)nc2ccccn12	i	-4	1.6	1531	i	47	i	0.5	-0.6%	-1	570	7.6	2.8	6.0	-3.8	1084	1	11
Cc1nc2c(-c3ccc(F)cc3)c(C)nn2c(C)c1CCC(=O)Nc1ccccc1F	nt	nt	0.26	741	i	17	i	0.4	-0.4%	-14	625	nt	nt	nt	0.2	1306	nt	nt
CCC(CC)C(=O)Nc1c2cnn(-c3ccccc3)c2nc(=O)n1-c1ccccc1	i	-2	-0.27	1570	i	34	i	1.6	nt	nt	nt	6.3	2.5	11	-3.4	1383	0	-15
COc1ccc(C2C=C(c3ccc(Cl)cc3)Nc3nc(NC(C)=O)nn32)cc1 (stereo not drawn)	i	10	0.91	953	i	57	nt	nt	nt	nt	nt	2.9	2.3	9.3	-1.5	1139	1	6
COc1ccccc1CNC(=O)CCS(=O)(=O)c1ccc2c(c1)CCN2C(C)=O	nt	nt	nt	nt	i	17	i	1.5	-0.5%	4	753	nt	nt	nt	nt	nt	nt	nt
COc1ccc(/C=C(\C#N)C(=O)OCC(=O)NCc2ccccc2)cc1	i	5	0.77	1258	i	46	i	0.5	1.8%	5	679	2.1	2.8	11	-1.1	490	-13	0
CCCOc1ccc(N2C(=O)CC(N3CCOCC3)C2=O)cc1 (stereo not drawn)	i	-5	nt	nt	nt	nt	i	1.0	0.1%	11	789	4.8	4.0	4.6	1.2	1029	-2	6
